Assay outcomes (PubChem)
KDM5B inh – inhibitors of human KDM5B histone demethylase; Q9UGL1; KDM5B demethylase, FDH-coupled NADH fluorescence (FDH is formaldehyde dehydrogenase); Potency, µM (doses to about 57.7 µM), for the others: at the top dose activity change, negative = inhibition, usual class: inhibitors; actives 2.6% (n = 220,000); AID 1347165; active means well fitted inhibition curve with a large enough effect; inconclusive means small, poorly fitted or top-dose-only effect; inactive means no such curve, though single readings can be large or run the other way; further: 0% is about no effect; nearly all actives have a fitted effect of over 70% in size
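KDM5BΔAP (200 nM final) in 50 mM HEPES pH 7.5, 0.01% Tween-20 was preincubated 10 min at RT with compound over a concentration range. Substrate mix (H3K4me3 12.5 µM, α-KG 25 µM, Fe²⁺, ascorbate, NAD⁺, FDH) was added, and NADH fluorescence change over 30 min gave dose-response curves.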
The depositor's hits bear a star; i = inactive; u = inconclusive; [ ] = dose if it differs, or a comment. Potency means the concentration at half of the fitted maximal effect.

Start of the listing, in advance:
KDM5B inh	SMILES
u	Fc1cc(F)cc(Cc2nc3nccc(-c4cccnc4)n3n2)c1
-11.0%	COc1ccc(C(=O)Nc2ccc(S(=O)(=O)Nc3cc(C)nc(C)n3)cc2)cc1
u	CC(=O)N1CCc2cc(C(=O)Nc3nc4ccccc4[nH]3)ccc21
-25.6%	CC(=O)Nc1nc2ccc(CCC(=O)NCc3ccc(Cl)cc3)cc2s1
u	CCc1cccc(NC(=O)c2ccc3c(c2)N(C)C2CCCCCN2C3=O)c1 (stereo unspecified)

The list itself, from the first entry:
KDM5B inh	SMILES
u	Fc1cc(F)cc(Cc2nc3nccc(-c4cccnc4)n3n2)c1
-11.0%	COc1ccc(C(=O)Nc2ccc(S(=O)(=O)Nc3cc(C)nc(C)n3)cc2)cc1
u	CC(=O)N1CCc2cc(C(=O)Nc3nc4ccccc4[nH]3)ccc21
-25.6%	CC(=O)Nc1nc2ccc(CCC(=O)NCc3ccc(Cl)cc3)cc2s1
u	CCc1cccc(NC(=O)c2ccc3c(c2)N(C)C2CCCCCN2C3=O)c1 (stereo unspecified)
u	O=C(/C(Cl)=C/Nc1ccccn1)C(F)(F)F
-25.4%	FC1(F)CN[C@H](c2nc(C3CC3)no2)C1
-4.3%	O=C(NC1CC1)c1ccccc1NS(=O)(=O)c1ccc(Cl)cc1C(F)(F)F
-1.3%	CCOP(=O)(OCC)/C(=N/OC(=O)c1ccc(OC)cc1)C(N)=O
14.2%	CCc1ccccc1NS(=O)(=O)c1cccc2nsnc12
i	Cc1cc(C)c(CNC(=O)c2nc(-c3cccnc3)cc3[nH]ccc23)c(=O)[nH]1
10.0%	COc1ccc(N2CCN(C(=O)c3c(C)oc4nc(C)nc(N5CCCC5)c34)CC2)cc1
119.2%[activator][86.2 µM]	COC(=O)[C@H](Cc1ccc(OC)cc1)NC(=O)[C@@H]1CNCCN1C(C)=O
35.9%	COc1ccccc1N1CCN(CC(=O)Nc2nccs2)CC1
14.0%	COc1ccc(S(=O)(=O)Nc2c(O)c3ccccc3oc2=O)cc1
u	CC(=O)c1cccc(Nc2nc(-c3ccccc3Cl)nc3ccccc23)c1
-17.5%	Nc1nc(Nc2ccc(F)cc2)nc(-c2cc3ccccc3o2)n1
8.8%	CSc1ccc(-c2noc(C3CCCN(S(=O)(=O)c4cccs4)C3)n2)cc1 (stereo unspecified)
-11.1%[115 µM]	CN(C)Cc1cc(C[C@@H]2C[C@H](N(C)C)C2(C)C)no1
19.1%	O=C(NOC(=O)c1c(F)cccc1Cl)c1ccc(Cl)c(Cl)c1
-26.6%	COc1ccc(N2C(=O)C(CC(=O)Nc3ccc(F)cc3)N(Cc3ccc4c(c3)OCO4)C2=O)cc1 (stereo unspecified)
-12.5%	COC(=O)c1ccc(COC(=O)COc2ccc(Cl)cc2C)cc1
6.3%	CN(CC(=O)Nc1ccccc1Cl)C(=O)CSc1ncnc2scc(-c3ccccc3)c12
u	COc1cccc(CN2CCC3(CC2)CC(O)CCO3)c1 (stereo unspecified)
u	N#C/C(=C/c1ccc(OC(F)F)cc1)C(=O)Nc1cc(C(F)(F)F)ccc1Cl
22.4µM*	CC(C)c1cc(C(=O)NC2CCN(c3ncccc3C#N)CC2)n(C)n1
u	CC(C)NC(=O)N1CCC(Oc2ccccc2-c2nc(-c3ccccc3)no2)C1 (stereo unspecified)
u	CSc1cccc(NC(=O)Cn2c(N3CCC(C)CC3)nc(C)cc2=O)c1
u	COc1ccc(Cn2ccc3nc(C)c(C(=O)N4CCN(c5ccccc5F)CC4)cc3c2=O)cc1
27.9%	Cc1cnn(CC(=O)N2CC(F)(F)C[C@H]2c2nc(C3CC3)no2)c1
14.6%	CC(Sc1nnc(N2CCCCC2)n1-c1ccccc1)c1nnc(-c2cccs2)o1 (stereo unspecified)
-19.6%	O=C1CCCc2nccc(-c3ccccc3)c21
16.7%	O=C(c1ccccc1F)N1CCC2(CC1)Cc1ccccc1NC2=O
16.1%	O=C(Nc1ccc(I)cc1C(F)(F)F)c1ccc2ccccc2c1
19.8%	Cc1c(C=O)c2ccccc2n1C
-1.2%	COc1ccccc1CCNS(=O)(=O)c1ccc(N2CCCCS2(=O)=O)cc1
-13.8%	O=C1CC(c2ccccc2)Sc2ccccc2N1Cc1ccccc1F (stereo unspecified)
19.2%	Cc1ccc(NS(=O)(=O)c2ccc(NC(=O)c3ccccc3C(=O)O)cc2)cc1C
-1.4%	O=C(CN1CC2CC(C1)[C@H]1CCCC(=O)N1C2)NCCCN1CCOCC1 (stereo partly specified)
u	CN(C)CCNc1oc(-c2ccc(COc3ccc(Cl)cc3)o2)nc1C#N

Sorted by count of non-hydrogen atoms (low to high): part of the list above
KDM5B inh	SMILES
19.8%	Cc1c(C=O)c2ccccc2n1C
-19.6%	O=C1CCCc2nccc(-c3ccccc3)c21
-13.8%	O=C1CC(c2ccccc2)Sc2ccccc2N1Cc1ccccc1F (stereo unspecified)
19.2%	Cc1ccc(NS(=O)(=O)c2ccc(NC(=O)c3ccccc3C(=O)O)cc2)cc1C

Later entries.
KDM5B inh	SMILES
-17.9%	CCc1cc(C(=O)N[C@H](c2ccc(OC)nc2)C2CC(O)C2)ccn1 (stereo partly specified)
u	O=C(O)c1cccc(NS(=O)(=O)c2ccc(Cl)c(C(=O)Nc3cccc([N+](=O)[O-])c3)c2)c1
-8.2%	S=c1sc2c(s1)SC1c3ccccc3CC1S2 (stereo unspecified)
u	O=C(N[C@H]1CCOC[C@H]1C1CCOCC1)c1ccc(-n2ccnc2)cc1
19.4%	CCN1CCN(C(=O)C2CCCN(C(=O)c3ccccc3)CCC(=O)NCC2)CC1 (stereo unspecified)
35.2%[activator]	Cc1ccc(CN2C[C@@H](CO)[C@H](c3nc(-c4ccncc4)no3)C2)cc1
u	CCc1ccccc1NC(=O)c1ccc2c(O)c(S(=O)(=O)c3ccccc3)c(=O)[nH]c2c1
u	CCn1c(=O)c2cc(C(=O)N(CCCOC(C)C)Cc3ccco3)sc2c2ccccc21
14.8%	CC1(c2noc(C3CCOCC3)n2)CCN(Cc2ccc(Cl)cc2F)CC1
u	CCCCn1c(=O)c(CCc2ccccc2)nc2c1c(=O)[nH]c(=O)n2Cc1ccccc1
u	COc1ccc(-c2nc(CNC(=O)Nc3ccccc3)c(C)o2)cc1
-9.7%	COc1cc(CN2C[C@@H]3C(=O)N(CCCN4CCCC4=O)C(=O)[C@@H]3C2)cc(OC)c1
7.6%	COc1ccc(S(=O)(=O)NCCc2cn3ccsc3n2)cc1OC
-18.3%	O=C(O)CCC1CCCN(S(=O)(=O)c2ccccc2F)C1 (stereo unspecified)
-23.8%	N#Cc1ccccc1CN1C(=O)NC(c2cccnc2)(C2CCNCC2)C1=O (stereo unspecified)
-1.8%	O=C(Nc1ccc(F)cc1)N1CCOc2ccc(CN3CCc4ccccc4C3)cc2C1
-29.3%[86.2 µM]	CCCNC(=O)N[C@@H]1C[C@H](Cn2cc(C3CC3)nn2)[C@@H](O)[C@H]1O
15.1%	CC1CCN(C(=O)c2[nH]cnc2C(=O)NCC(C)(C)C)CC1
u	CN1CC(=O)N(C2CCC2)Cc2c1ncnc2N1CCC(N2CCCCC2)CC1
6.7%	O=C(COc1ncnc2c(Cl)cc(Cl)cc12)Nc1cc(F)ccc1F
-29.5%	CCn1nc(C)c2c(-c3ccccc3)cc(OC(C)C(=O)Nc3ccc(C(C)=O)cc3)nc21 (stereo unspecified)
-2.3%	CCc1ccc(N(C(=O)CNC(=O)c2ccco2)C(C(=O)NC2CCCC2)c2cccnc2)cc1 (stereo unspecified)
u	CCc1cccc(NC(=O)c2ccc(NC(=O)N3CCSc4ncccc43)cc2)c1
14.4%	CC(C)c1noc(-c2cn(C3CCN(C(=O)c4cc(F)ccc4F)CC3)nn2)n1
-2.3%	O=C(CN1C(=O)NC2(CCCC2)C1=O)Nc1cnc2ccccc2c1
-4.4%	O=c1c2c(nc3nc(NCc4c(Cl)cccc4Cl)[nH]n13)CCC2
u	COCCn1cc2c3c(cccc31)CN(C(=O)c1cccc(Cl)c1)CC2
-31.7%	O=C(c1ccc(F)c(F)c1)N1CCC(n2cc(-c3nc(-c4ccccc4)no3)nn2)C1 (stereo unspecified)
u	CCOc1ccc(-c2nonc2NC(=O)c2ccco2)cc1OCC
-23.4%	CC1=C(C(=O)Nc2cccnc2)C(c2ccccc2)n2nc(SCc3ccccc3Cl)nc2N1 (stereo unspecified)
u	COc1ccc(-c2nc(C#N)c(NC3CC3)o2)cc1
10.5%	O=C(CN1CCN(C(=O)CCc2ncc(-c3ccc(F)cc3F)o2)CC1)Nc1ccccc1Cl
-26.8%	CCN1CCC2(CC1)N=C(SCC(=O)Nc1ccc(F)c(Cl)c1)C(c1ccccc1)=N2
u	CCOC(=O)c1c(N)n(-c2ccccc2CC)c2nc3ccccc3nc12
-6.5%	Cc1ccc(CNC(=O)COc2ccc3c(C)cc(=O)oc3c2)cc1
-20.6%[86.2 µM]	CC[C@H]1CN(C(=O)C(C)(C)C)CC[C@H]1CC(=O)NCc1ccccc1
8.7%	COc1ccc(S(=O)(=O)N2CCN(C(=O)NC3CCCCC3)CC2)cc1
35.5µM*	Cc1ccccc1CN1Cc2nc(-c3c(C)noc3C)ccc2OCC1=O
26.5%	CC(NC(=O)c1ccc(S(=O)(=O)N(C)C)cc1)c1cc2ccccc2o1 (stereo unspecified)
8.7%	O=S(=O)(c1ccc(F)cc1)N1CCCN(Cc2c(F)cccc2F)CC1
-15.8%	O=C(NCCN1C(=O)S/C(=C\c2cccc(Cl)c2Cl)C1=O)C1=COCCO1
u	CCOC(=O)c1ccc(NC(=O)CSc2nc3ccccc3c(=O)n2CCNC(C)=O)cc1
-14.5%	O=C(CSc1ncc2c(n1)-c1ccccc1N(Cc1ccc(F)cc1)S2(=O)=O)NCCc1ccccc1
u	CC(C)OCCCN(Cc1ccco1)C(=O)c1cc2c(s1)-c1ccccc1OC2
10µM*	Cc1cn2nc(C(=O)NCCC3=CCCCC3)cc2c(N2CCCC2)n1
-1.9%	CCCN(C(=O)CCNC(=O)Cn1cnc2ccccc2c1=O)c1cccc(C)c1
35.5µM*	CCC(C)Nc1ncnc2c1CN(C1CCNCC1)C(=O)CN2C (stereo unspecified)
-15.3%	Cc1ccc(C)c(CN2C(=O)c3ccccc3S(=O)(=O)c3ccc(C(=O)NCc4ccccc4)cc32)c1
-12.0%	O=C(CCc1ccccc1)N1CCC2(CC1)CC(N(Cc1ccccc1)C1CC1)CCO2 (stereo unspecified)
-15.2%	COc1cc(C(=O)Nc2ccc(OCC(=O)N3CCOCC3)cc2C)cc(OC)c1OC

Remaining list, next part.
KDM5B inh	SMILES
-21.0%	O=C(NCc1ccncc1)C1CN(Cc2ccco2)CC12CCOCC2 (stereo unspecified)
u	C=CCCC(CN1CCCOCC1)Oc1ncc(Cl)cn1 (stereo unspecified)
-4.2%	CCOc1ccccc1C(C)N (stereo unspecified)
-1.8%	CC(Sc1n[nH]c(-c2cccs2)n1)C(=O)Nc1cccc(Cl)c1Cl (stereo unspecified)
-23.6%	CCOC(=O)C1(CC2CCCCO2)CCN(Cc2ccccc2-c2ccco2)CC1 (stereo unspecified)
-2.9%	O=C(NC[C@H]1O[C@@H]2C[C@@H](CC(=O)N3CCC(F)(F)C3)O[C@@H]2[C@@H]1O)Nc1ccc(F)cc1
-3.2%	CN(C)/C=C\C(=O)c1cccs1
-0.9%	Cn1c(=O)c2nc(SCC(=O)c3ccc(Cl)cc3)n(C)c2n(C)c1=O
8.8%	CCN(CC)CCCNC(=O)c1ccc2nc(CCc3ccccc3)oc2c1
-17.7%	CN(C)CCN(C)[C@@H]1[C@H](O)[C@H](CO)O[C@@H]1CNC1CCN(C)CC1
-6.9%	CCCOc1cc(C)c(Cl)cc1S(=O)(=O)Nc1cccnc1
u	CC(C)c1ncncc1C(=O)NCCNc1cnccn1
-26.8%	COCCn1c(CO)nnc1C1CC(NC(=O)c2cc(C)n3nc(C)cc3n2)C1 (stereo unspecified)
-10.2%	Cc1ccc(CCNC(=O)CCCn2nc(C)c3c(C)n(-c4ccc(C)cc4)nc3c2=O)cc1
-12.3%	COc1ccc2[nH]cc(CCNC(=O)CCC3CCN(C(=O)c4ccc(C)cc4)CC3)c2c1
9.3%	CC(=O)Nc1ccc(NC(=O)CC23CC4CC(CC(C4)C2)C3)cc1
u	CCN(CC)CCOC(=O)c1ccc(NC(=O)c2cc3c(=O)n(CC)c4ccccc4c3s2)cc1
u	CCCN(CCC)c1nc(-c2ccccc2F)nc2ccccc12
7.0%	O=C(NCCc1ccncc1)C1CN(C(=O)CCC2CCCC2)CC12CCOCC2 (stereo unspecified)
-11.3%	Cc1ccccc1CC(CC(=O)O)C(=O)O (stereo unspecified)
22.1%	O=C(Nc1ccc(Br)cc1)C1CCCCC1
14.6%	COc1ccccc1OCc1ccc(C(=O)NCC2CCCO2)cc1 (stereo unspecified)
14.8%	N#Cc1ccc(/C=N/Nc2ccc(S(=O)(=O)Nc3cccc(Cl)c3)cc2[N+](=O)[O-])cc1
u	COc1ccc2cc(C(=O)N3CCN(Cc4ccccc4C)CC3)c(C)nc2c1
6.6%	CC1CCCCN1C(=O)CN1C(=O)N(c2cc(F)ccc2F)S(=O)(=O)c2ccccc21 (stereo unspecified)
7.7%	Cc1ccc2c(C)c(CCC(=O)Nc3ccccc3Cl)c(=O)oc2c1
-1.1%	Cc1ccc(C)c(-c2nn(CC(=O)Nc3ccccc3)c(=O)c3c2CCCC3)c1
25.1µM*	Cc1cc(C)cc(NC(=S)N[C@H]2CO[C@H]3[C@@H]2OC[C@@H]3n2nnnc2Oc2cccc(N(C)C)c2)c1
u	CC(=O)c1cc2c(cc1N/C(=N/S(=O)(=O)c1ccccc1)c1ccc(Cl)cc1)OCO2

Some of the compounds tested; rates above refer to the full screens.
